Screening results (PubChem BioAssay)
VLA-4 inh – inhibition in human VLA-4 binding assay, primary screen, VLA-4 allosteric modulator project, MLPCN library, flow cytometry, VLA-4 expressing cells | inhibition, % (about 7 µM as worked out from the volumes in the protocol) | Integrin alpha-4 (Homo sapiens), P13612 | actives 0.2% (n = 330,000) | ligand binding flow cytometry; in the data active = inhibition above about 50%
BCLXL inh – inhibitors of human Bcl-xL, primary screen, biochemical, fluorescence polarization, HTS; inhibition, % at 10.9 µM; GST-Bcl-xL / FITC-Bim BH3 peptide fluorescence polarization; Bcl-2-like protein 1 (Homo sapiens), Q07817; AID 2129, 2009; actives 0.7% (n = 320,000);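 active = inhibition above the mean of all tested compounds plus 3 SD, cutoff set per campaign, cut at about 30% in these data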;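 note: 0% = DMSO wells and 100% = unlabeled Bim-BH3 peptide competitor; inhibitors lower millipolarization by displacing the labeled peptide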
Target sequence (Q07817 whole entry, looked up): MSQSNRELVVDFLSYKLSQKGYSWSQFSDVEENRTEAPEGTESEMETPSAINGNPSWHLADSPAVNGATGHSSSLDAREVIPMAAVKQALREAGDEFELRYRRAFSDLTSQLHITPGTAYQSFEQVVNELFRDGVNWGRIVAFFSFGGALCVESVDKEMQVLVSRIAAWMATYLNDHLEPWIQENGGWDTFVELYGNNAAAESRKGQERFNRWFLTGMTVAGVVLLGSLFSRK
GLD-1 TGE inh – GLD-1/TGE RNA complex disruptors, primary screen, biochemical, fluorescence polarization; Female germline-specific tumor suppressor gld-1 (Caenorhabditis elegans), Q17339; purified GLD-1 + fluorescein TGE RNA; actives 0.44% (n = 320,000); inhibition, % at 5.96 µM;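 active = percent inhibition above a per-plate cutoff, the plate mean of test compounds plus 3 SD, cut at about 30% in these data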;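 note: 0% = DMSO wells with GLD-1 and probe and 100% = wells lacking GLD-1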
MCL1 BIM primary – inhibitors of MCL1 binding to BIM-BH3, primary screen, biochemical, fluorescence polarization | inhibition, % at 10.9 µM | actives 0.68% (n = 320,000) | GST-MCL1 / FITC-Bim-BH3 fluorescence polarization | Induced myeloid leukemia cell differentiation protein Mcl-1 (Homo sapiens), Q07820;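 active = inhibition above the mean inhibition of all tested compounds plus 3 SD, set per campaign, cut at about 40% in these data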;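 note: 0% = DMSO wells and 100% = unlabeled Bim-BH3 peptide control; higher means more loss of mP so more displacement of Bim peptide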
MEX-5 binding – MEX-5 zinc finger RNA-binding disruptors – biochemical, C. elegans, fluorescence polarization, MLPCN library, primary screen; Zinc finger protein mex-5 (Caenorhabditis elegans), Q9XUB2; MEX-5/FITC-TCR2 RNA binding; stronger effect = lower value; activity score (negative = inhibition of binding), % at 10 µM; actives 0.38% (n = 300,000); AID 1832, 2009;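 active = inhibition past about -25% in most replicates, and total fluorescence under double the plate's negative control median, limit read from the data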;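 note: 0% = DMSO and -100% = 5 µM competing unlabeled TCR2 RNA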
PME-1 primary – PME-1 inhibitors via competitive probe labeling, primary screen, biochemical, fluorescence polarization, FP-Rh probe, HTS | Protein phosphatase methylesterase 1 (Homo sapiens), Q9Y570 | recombinant PME-1 | actives 0.53% (n = 320,000) | inhibition, % at 5.9 µM;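 active = inhibition above the campaign mean of all compounds plus 3 SD, cut at about 26% in these data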;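 note: competitive labeling of PME-1 active site by serine hydrolase directed probe; 0% = PME-1 with DMSO and 100% = wells lacking PME-1 enzyme; inhibitors block probe labeling so polarization falls and inhibition rises; many of its hits are not listed in these tables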
GRK2 inh – compounds blocking aptamer binding on GRK2 – biochemical, human GRK2, bead flow cytometry, HTS, primary screen | Beta-adrenergic receptor kinase 1 (Homo sapiens), P25098 | FAM-aptamer displacement from GRK2 | inhibition of aptamer binding, % at 10 µM | actives 0.59% (n = 330,000);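 active = inhibition of aptamer binding above 40%, roughly 3 SD of noise, on plates passing a quality check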;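 note: median bead fluorescence of bound FAM aptamer so fluorescent compounds give negative values; no value below 0 was filed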
Target sequence (P25098 whole entry, looked up): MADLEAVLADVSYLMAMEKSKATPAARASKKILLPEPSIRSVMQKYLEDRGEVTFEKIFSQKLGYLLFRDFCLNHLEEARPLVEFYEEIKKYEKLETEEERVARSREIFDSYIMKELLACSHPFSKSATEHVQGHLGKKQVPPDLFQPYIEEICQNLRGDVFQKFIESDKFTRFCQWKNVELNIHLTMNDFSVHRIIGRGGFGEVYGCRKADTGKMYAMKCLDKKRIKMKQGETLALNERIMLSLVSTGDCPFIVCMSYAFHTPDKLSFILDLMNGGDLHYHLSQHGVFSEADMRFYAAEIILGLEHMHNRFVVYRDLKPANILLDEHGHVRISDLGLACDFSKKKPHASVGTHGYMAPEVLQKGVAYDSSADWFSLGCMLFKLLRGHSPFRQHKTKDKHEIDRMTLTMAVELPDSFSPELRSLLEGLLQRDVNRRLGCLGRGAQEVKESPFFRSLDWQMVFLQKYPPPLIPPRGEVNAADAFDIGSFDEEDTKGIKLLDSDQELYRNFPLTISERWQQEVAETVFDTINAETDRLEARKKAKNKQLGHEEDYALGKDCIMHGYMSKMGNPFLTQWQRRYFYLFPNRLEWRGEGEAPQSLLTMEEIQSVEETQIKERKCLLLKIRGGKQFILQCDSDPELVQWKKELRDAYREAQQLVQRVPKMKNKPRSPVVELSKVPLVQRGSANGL
Efflux pump inh – inhibitors of Candida efflux pumps in yeast, primary screen, S. cerevisiae, Nile Red, multiplex; S. cerevisiae Candida pump triplex; inhibition, % at 10 µM; actives 0.44% (n = 330,000); AID 485275, 2010;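 active = plate passing quality check with inhibition over a set limit, or well fluorescence over plate mean plus 4 SD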;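 note: Nile Red retained in pooled yeast measured as flow cytometry median fluorescence; 0% = buffer negative control and 100% = Enniatin B positive control; higher means more Nile Red kept so more efflux inhibition; some compounds called inactive have numbers as strong as hits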
Fam108B inh – mouse Fam108B serine hydrolase inhibitors, primary screen, counter-screen for RBBP9 inhibitor project, biochemical, fluorescence polarization. AID 1947, 2009. recombinant Fam108B, FP-Rh probe fluorescence polarization. actives 0.33% (n = 300,000). inhibition, % at 9.51 µM;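 active = inhibition above the screen mean inhibition plus 3 SD, computed separately per campaign, cut at about 18% in these data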;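 note: inhibitors lower polarization as less probe binds the enzyme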
* marks the source's active call; other numbers are inactive results; . = not tested or not shown. These rows are one share of the data; count on the stated rates, not on these rows.

SMILES	VLA-4 inh	BCLXL inh	GLD-1 TGE inh	MCL1 BIM primary	MEX-5 binding	PME-1 primary	GRK2 inh	Efflux pump inh	Fam108B inh
O=C(c1ccncc1)N1N=C(c2ccc(Cl)cc2)CC1c1ccccc1O (stereo not given)	-15	-8	2	-19	1.1	-4	0	0.1	-1
Cc1ccc(C(=O)Nc2ccccc2C(=O)NCc2ccco2)cc1S(=O)(=O)N1CCCCC1	5	-3	4	-2	0.4	-26	0	0.2	-26
CN(C(=O)COC(=O)C1CCN(S(=O)(=O)c2ccc3c(c2)OCCO3)CC1)c1ccccc1	4	1	7	-2	1.1	-2	1	0.0	2
O=C(CSc1n[nH]c(-c2ccco2)n1)Nc1ccc(Br)cc1	3	4	-3	-2	2.4	0	3	0.6	2
CCn1c(=O)n(CC)c2cc(N3CCCC3)c(NC(=O)c3ccc(C)c([N+](=O)[O-])c3)cc21	13	13	1	3	0.4	3	0	0.0	3
Cn1c(CSc2nc3ccc(Br)cc3[nH]2)nc2ccccc21	-35	-2	4	4	-0.6	2	0	0.0	-2
CCN1CCN(C(=O)/C=C/c2ccc(OC)c(OC)c2)CC1	15	5	2	3	0.1	-3	0	0.0	0
COC(=O)Cc1c(C)c2ccc(OC3CCCCC3=O)c(C)c2oc1=O (stereo not given)	11	-1	7	1	0.4	-1	6	-0.2	-1
O=C(O)[C@H](Cc1ccccc1)NC(=O)N1CCN(c2ccc(F)cc2)CC1	-3	-2	3	-2	-1.9	-9	93*	-0.1	-3
CCCCOc1ccc(NC2=NC3(CCCC3)N=C(N)N2)cc1	8	3	-1	0	2.3	-8	0	0.6*	0
Cc1noc2ncnc(N3CCN(c4cccc(Cl)c4)CC3)c12	7	6	1	1	-1.3	-1	0	-0.1	-1
CCOC(=O)N1CCN(c2nc3ccccc3n3cnnc23)CC1	-4	3	-1	3	-0.8	-7	0	0.2	-3
CCOC(=O)c1ccc(N=C2C(=S)N(c3ccc(C(=O)OCC)cc3)C(=N)N2/N=C/c2ccccc2)cc1	0	5	-3	14	1.9	-30	1	-0.1	1
CCS(=O)(=O)N1Cc2ccccc2CC1C(=O)N(C)Cc1ccc(OC)c(F)c1 (stereo not given)	2	2	-2	1	-0.1	-3	2	0.6	-3
CC(C)CCn1c(CN2CCN(Cc3ccccc3)CC2)nc2c1c(=O)n(C)c(=O)n2C	2	7	0	3	0.4	-5	3	-0.1	0
O=C(NC12CC3CC(CC(C3)C1)C2)c1ccc([N+](=O)[O-])cc1	2	-4	-9	0	0.4	-3	0	-0.1	-3
Cc1cc(C)cc(NC(=O)N2c3ccccc3NC(=O)CC2C)c1 (stereo not given)	-4	2	2	-2	.	-7	0	-0.2	-1
Cc1ccc(C2=N/C(=C\c3cccc(F)c3)C(=O)O2)cc1	4	8	0	0	1.5	-1	6	0.1	-1
Nc1nn(-c2ccccc2)c(N)c1N=Nc1ccccc1	1	-6	-10	-14	1.1	6	0	1.8	-4
O=C(c1ccccc1)n1nnc2ccccc21	-32	-2	6	-2	-1.1	-7	8	0.0	2
COc1cc(COCC(O)CN2CCc3ccccc3C2)cc(OC)c1OC (stereo not given)	-18	4	0	-1	-3.9	-1	0	-0.1	2
CC1=C(C(=O)Nc2ccc(C)cc2)C(c2ccc(N(C)C)cc2)NC(=O)N1 (stereo not given)	-2	2	5	7	1.1	2	0	-0.1	-2
COc1ccc(S(=O)(=O)Nc2cccc3c2O[C@H](CN(C)S(=O)(=O)c2ccc(OC)cc2)[C@@H](C)CN([C@H](C)CO)C3=O)cc1	12	.	3	.	.	.	1	0.1	.
O=C1CCCC(=NCc2ccco2)C1	15	2	-8	2	-1.8	1	2	0.4	1
Cc1nn(Cc2ccccc2)c(C)c1/C=N/NC(=O)c1cccnc1	-15	-2	1	3	-0.4	-7	4	0.1	-3
CCN1C(=O)/C(=C\N2CCOCC2)SC1=S	7	7	3	17	-5.3	-3	4	0.0	-10
CCC(Sc1nc(N)c(NC(=O)c2ccco2)c(=O)[nH]1)C(=O)O (stereo not given)	6	6	4	5	2.1	0	4	-0.3	2
CCOc1cc(CNCCO)cc(Br)c1OCc1cccs1	15	-2	-2	1	-1.2	-2	0	0.4	1
O=C(Nc1ccc(Br)cc1Br)c1cccc2c1C(=O)N(C1CCCCC1)C2	-2	1	1	-1	1.1	-1	6	0.0	-9
O=C(NN=C1CCCCCCCCCCC1)c1cccc(S(=O)(=O)N2CCOCC2)c1	-1	6	2	4	-2.4	-3	2	-0.1	4
O=C1CCN(S(=O)(=O)c2ccc(Cl)cc2)N1	-8	-4	5	-9	1.5	-10	0	-0.2	0
CCCCNC(=S)N1CCN(Cc2ccc3c(c2)OCO3)CC1	-13	7	2	23	-1.5	0	0	0.1	1
N#CCc1cc2ccc3cccc4ccc(c1)c2c34	3	5	4	8	-2.0	-5	0	0.0	-3
CCOc1ccc2nc(NC(=O)C(CCSC)NS(=O)(=O)c3cccs3)sc2c1 (stereo not given)	14	2	4	4	-2.4	-1	1	0.3	-1
Cc1ccc(OCc2n[nH]c(=S)n2Cc2ccccc2)cc1	9	-24	3	-19	0.6	-1	1	0.0	6
Cc1cccc(COc2ccc(/C=N/NC(=O)c3nnn(-c4nonc4N)c3CN3CCCCC3)cc2)c1	-3	6	2	3	0.2	-4	0	0.8	-6
Cc1cccc(NC(=O)C2CC2c2ccccc2)c1C (stereo not given)	17	-3	0	3	1.4	2	.	0.2	-7
CCCC(C(=O)Nc1cccc(S(=O)(=O)N2CCCC2)c1)c1ccccc1 (stereo not given)	10	-10	6	-7	1.3	-9	2	0.1	0
N#CC(C(=O)Nc1cccc(Cl)c1)=C1Nc2ccccc2N1	-5	4	4	6	2.9	5	0	0.1	1
Cc1ccc(N2CC(C(=O)Nc3nc4ccc(S(C)(=O)=O)cc4s3)CC2=O)cc1 (stereo not given)	3	4	-4	1	-1.0	3	1	-0.1	3
Cc1cccc2c1-c1sc(C(=O)NCCCN3CCCC(C)C3)cc1CO2 (stereo not given)	10	4	2	4	1.7	1	0	-0.1	1
CCCc1ccc(Oc2cc(Cl)nc(N)n2)cc1	17	6	0	10	-2.3	2	2	0.1	1
CCOC(=O)C1(C)/C(=N/Nc2ccccc2OC)C(=O)C(=O)N1c1ccccc1 (stereo not given)	-4	6	-7	-7	-0.9	0	1	0.1	1
Cc1cccc(-c2noc(CCC(=O)NCc3ccco3)n2)c1	12	5	1	4	0.3	4	0	-0.1	2
Cc1cc(C)n(CCC(=O)N2CCN(S(=O)(=O)c3ccccc3)CC2)n1	-14	0	2	-3	0.5	0	0	0.1	1
CC(c1ccccc1)n1cc(C(=O)NCc2ccccn2)nn1 (stereo not given)	5	6	-3	2	-2.2	-3	4	-0.1	6
Cc1ccc2nc(NCc3ccccc3)c(C=NCc3cccnc3)c(=O)n2c1	1	4	-6	7	-4.0	-1	1	0.1	0
CC(CN1CCCCC1)OC(=O)c1ccc2c(c1)OCO2 (stereo not given)	-18	-2	5	-6	0.8	-4	2	-0.1	-6
C#CCOCCOCCOCCNc1nc(N2CCOCC2)nc(N2CCN(C(=O)[C@H]([C@@H](C)O)n3cc(CCCCN)nn3)CC2)n1	11	6	-2	9	0.0	2	0	-0.1	-2
CCCc1cnc(N2CCN(S(C)(=O)=O)CC2)nc1	20	7	2	15	3.6	-1	0	-0.2	2
O=C(Nc1cccc(Cl)c1N1CCOCC1)c1cccnc1	11	5	1	6	4.2	-5	0	0.0	3
OC1CCCN(Cc2cccc3ccccc23)C1 (stereo not given)	-3	3	-2	6	.	-4	0	0.0	0
O=C1Nc2ccc(S(=O)(=O)NCCCO)c3cccc1c23	7	.	.	.	-2.2	.	2	-0.1	.
COCCCNc1nc2c(c(=O)n(C)c(=O)n2C)n1Cc1cccc(OC)c1	11	6	2	-1	0.9	-1	0	0.0	-1
CC(=O)Nc1c2c3c(cccc3n(C)c1=O)C(=O)c1ccccc1-2	2	47*	32*	50*	-6.8	2	4	-0.1	3
COC(=O)c1c(NC(=O)/C=C/C(=O)O)sc(C)c1-c1ccc(C)cc1	-4	5	-8	11	-0.2	-1	0	0.2	-7
COc1ccc(C(=O)NCC(=O)OCc2nc(N)nc(Nc3ccccc3C)n2)cc1	14	0	2	2	.	5	4	0.1	.
CCOC(=O)C1(CC2CC2)CCN(Cc2cn[nH]c2-c2cccc(F)c2)CC1	-6	3	3	-1	1.4	3	0	-0.2	-4
O=C(COC(=O)c1cccnc1Cl)c1ccccc1	6	-10	0	-12	-0.2	8	4	0.2	-4
O=[N+]([O-])c1cnc2ccccn12	-2	5	4	-2	-2.0	3	0	0.0	0

Among those listed so far, these contain an aryl thioether with sulfur outside any ring:
SMILES	VLA-4 inh	BCLXL inh	GLD-1 TGE inh	MCL1 BIM primary	MEX-5 binding	PME-1 primary	GRK2 inh	Efflux pump inh	Fam108B inh
O=C(CSc1n[nH]c(-c2ccco2)n1)Nc1ccc(Br)cc1	3	4	-3	-2	2.4	0	3	0.6	2
Cn1c(CSc2nc3ccc(Br)cc3[nH]2)nc2ccccc21	-35	-2	4	4	-0.6	2	0	0.0	-2
CCC(Sc1nc(N)c(NC(=O)c2ccco2)c(=O)[nH]1)C(=O)O (stereo not given)	6	6	4	5	2.1	0	4	-0.3	2

Following part:
SMILES	VLA-4 inh	BCLXL inh	GLD-1 TGE inh	MCL1 BIM primary	MEX-5 binding	PME-1 primary	GRK2 inh	Efflux pump inh	Fam108B inh
CN1CCN(C(=S)NC(=O)c2ccc(C(C)(C)C)cc2)CC1	14	2	-1	8	.	-1	0	-0.2	4
CC(C)c1ccc(NC(=O)c2ccc3snnc3c2)cc1	21	2	6	3	1.2	-3	24	-0.3	-1
COc1ccc(CSCC(=O)N/N=C/c2ccccc2O)cc1	7	2	-1	4	-1.3	-7	0	-0.1	0
COc1ccc(CCNCC(=O)Nc2ccc(C)c(S(=O)(=O)N(C)C)c2)cc1OC	4	5	4	5	-0.7	-7	1	0.3	-2
CCOC(=O)c1ccc(NC(=S)N2CCN(C)CC2)cc1	6	5	6	3	1.2	-5	1	-0.1	4
O=C(COC(=O)c1cccnc1Cl)c1ccc2c(c1)OCCO2	11	2	2	-1	0.6	0	1	0.0	0
O=C(COC(=O)c1cccc(F)c1)Nc1cccnc1Cl	2	7	9	8	.	-1	2	-0.1	4
CCOc1ccccc1NC(=O)c1ccc2[nH]c(C)c(C)c2c1	-1	-1	0	-7	-1.9	-11	1	0.1	1
O=C(NC(=S)Nc1nc(-c2cccc3ccccc23)cs1)c1cc2ccccc2o1	-1	6	-8	7	-1.3	-3	2	0.0	2
CC(=O)OCP(C)(=O)COC(C)=O	27	-6	3	-2	0.3	-6	1	0.0	-4
O=C(COc1ccc(Cl)cc1)Nc1cccc(S(=O)(=O)NC2=NCCCCC2)c1	4	1	-5	-2	0.1	-6	0	0.1	-1
